CAL PDZ FP-1: blocks peptide binding to human CAL PDZ domain | 0.02% of 330,000 active | purified CAL PDZ, TMR-peptide fluorescence polarization, 1 h | AID 504414 | Q9HD26 | inhibition, % at 20 µM;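 active = highest replicate inhibition of at least 40%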;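 note: plate controls were DMSO neutral control wells for no effect and unlabeled competitor peptide control wells for full effect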
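Test system: purified CerCALP PDZ construct; Compound dosing: one concentration, 20 µM compound; Also added: TMR-labelled reporter peptide T*-PRC34 bound in PDZ groove; Read-out: inhibition from polarization loss; Controls: unlabelled peptide and DMSO controls; Signal: FP readout, S and P plane fluorescence; Incubation: 1 h at RT.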
SR-BI uptake up: enhances SR-BI lipid uptake from DiI-HDL | activation, % at 12.5 µM | 0.096% of 320,000 active | CHO ldlA[mSR-BI] cells, DiI-HDL uptake fluorescence, 3 h; 100 = double the neutral-control signal | AID 504775;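 active = mean replicate activation of at least 60% and every replicate at or above 60%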;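 note: 0% = median plate neutral-control signal and 100% = twice that signal; values of inactives mirror those of a sister screen read the other way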
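Material: SR-BI-overexpressing, LDLR-lacking CHO cells; schedule: compound exposure 3 h, 37 °C; reagent: DiI-labelled HDL at 10 µg/mL final; technique: bottom-read fluorescence, 550/595 nm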
Keap1 Nrf2 FP: disrupts human Keap1 binding to Nrf2 peptide. Q14145. Keap1 Kelch-Nrf2 peptide fluorescence polarization, 1536-well. 0.15% of 340,000 active. inhibition, % at 9.4 µM; in the data active = inhibition above about 12%;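 note: human Keap1 Kelch domain with fluorescein labeled Nrf2 9mer peptide probe; 0% = neutral control wells and 100% = peptide positive control; higher means more block of Keap1 binding to Nrf2 peptide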
Target sequence (Q14145 whole entry, looked up, the tested form may be a part): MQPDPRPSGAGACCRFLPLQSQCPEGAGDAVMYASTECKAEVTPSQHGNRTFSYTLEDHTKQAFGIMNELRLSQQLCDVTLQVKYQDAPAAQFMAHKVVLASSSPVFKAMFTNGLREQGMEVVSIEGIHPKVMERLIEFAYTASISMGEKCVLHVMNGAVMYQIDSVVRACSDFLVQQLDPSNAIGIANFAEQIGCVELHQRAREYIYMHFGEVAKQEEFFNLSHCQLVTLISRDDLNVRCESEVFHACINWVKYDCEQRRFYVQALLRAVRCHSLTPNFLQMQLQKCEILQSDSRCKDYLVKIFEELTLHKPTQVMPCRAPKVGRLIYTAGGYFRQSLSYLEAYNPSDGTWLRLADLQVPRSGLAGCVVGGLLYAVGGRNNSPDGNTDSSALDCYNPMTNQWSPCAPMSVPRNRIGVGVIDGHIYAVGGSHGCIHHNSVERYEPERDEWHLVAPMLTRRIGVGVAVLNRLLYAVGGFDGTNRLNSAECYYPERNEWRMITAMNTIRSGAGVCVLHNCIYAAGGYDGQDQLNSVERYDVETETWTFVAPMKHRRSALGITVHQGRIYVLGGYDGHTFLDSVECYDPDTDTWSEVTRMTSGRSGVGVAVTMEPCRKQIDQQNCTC
cardiac RTF act: increases calcium sensitivity of human cardiac regulated thin filaments | P19429+P45379 | IANBD-labeled TnC RTF fluorescence at EC20 calcium; 0% EC20 calcium, 100% full calcium | activation, % at 7.2 µM | 0.24% of 340,000 active;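 active = activation above the mean over all tested compounds plus 3 SD, cut at about 30% in these data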;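 note: rise in fluorescence read as greater calcium sensitivity of cardiac thin filaments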
CAL PDZ FP-2: CAL PDZ (human) peptide binding inhibition; Q9HD26; purified CAL PDZ, TMR-peptide fluorescence polarization, 1 h; inhibition, % at 24.9 µM; 0.92% of 300,000 active; AID 602252;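 active = mean inhibition of at least 30% with at least half of replicates also reaching 30%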;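 note: 0% = DMSO neutral control and 100% = excess unlabeled competitor peptide PRC23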
DAGLB inhibitor: diacylglycerol lipase beta (human) inhibition. AID 504411. HEK293T DAGLB membrane lysate, EnzChek fluorogenic substrate. inhibition, % at 5.17 µM. 0.059% of 340,000 active; in the data active = inhibition above about 34%;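 note: 0% = enzyme with vehicle and 100% = wells lacking enzyme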
C-LANA FP: KSHV C-LANA DNA binding inhibition; inhibition, % at 9 µM; 0.078% of 340,000 active; MBP-C-LANA/FAM-LBS DNA binding, fluorescence polarization;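 active = highest replicate inhibition at or above 60% at 9 µM, even if other replicates fall short; inactive = all replicates below 60% inhibition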;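 note: 0% = neutral control wells and 100% = 4 µM acridine orange control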
RTF Ca sens inh: cardiac RTF calcium desensitization. IANBD-labeled cardiac RTF, Ca2+ fluorescence. inhibition, % at 7.15 µM. AID 493244. P19429+P45379. 0.12% of 340,000 active;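 active = inhibition above the mean inhibition of all tested compounds plus 3 SD, cut at about 17% in these data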;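 note: assay run at fixed EC70 calcium of 1.6 mM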
PKA-R2B activ: activates the human PKA-R2B holoenzyme complex; activation, % at 11.4 µM; AID 504700; P22694+P31323; 0.079% of 340,000 active; PKA-R2B holoenzyme dissociation, Cy5-IP20 fluorescence polarization; R2B truncated from residue 108, S112A mutant; 0% DMSO only, 100% 113 µM cGMP;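 active = activation above a cutoff set at the mean over all compounds plus 3 SD, cut at about 18% in these data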;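 note: higher means more holoenzyme dissociation and a rise in polarization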
Target sequence (P31323 whole entry, looked up, other chains not shown, the tested form may be a part): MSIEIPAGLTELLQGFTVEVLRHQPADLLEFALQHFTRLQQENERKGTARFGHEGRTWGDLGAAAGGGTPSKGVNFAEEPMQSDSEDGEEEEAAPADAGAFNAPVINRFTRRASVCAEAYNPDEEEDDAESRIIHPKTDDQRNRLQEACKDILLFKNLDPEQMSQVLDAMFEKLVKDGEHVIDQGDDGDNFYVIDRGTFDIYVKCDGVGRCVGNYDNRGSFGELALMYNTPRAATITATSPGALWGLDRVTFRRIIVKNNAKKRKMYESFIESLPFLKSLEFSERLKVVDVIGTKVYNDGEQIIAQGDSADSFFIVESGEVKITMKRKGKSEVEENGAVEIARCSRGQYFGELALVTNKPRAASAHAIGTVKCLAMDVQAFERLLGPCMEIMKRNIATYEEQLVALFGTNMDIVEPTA
Rtt109 HAT inh: C. albicans Rtt109 histone acetyltransferase inhibition; purified Rtt109/Vps75, ThioGlo CoA-SH fluorescence, 4 h; inhibition, % at 34.9 µM; 0.16% of 330,000 active; AID 540336;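 active = inhibition of at least 50% in every replicate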
Active calls of the source: *; / = no result given.

smiles	CAL PDZ FP-1	SR-BI uptake up	Keap1 Nrf2 FP	cardiac RTF act	CAL PDZ FP-2	DAGLB inhibitor	C-LANA FP	RTF Ca sens inh	PKA-R2B activ	Rtt109 HAT inh
Cc1cccc(NC(=O)CCN2C(=O)c3ccccc3C2=O)c1	0.9	17.6	2.1	-4.3	4.6	-3.3	-1.0	7.2	2.9	59.0*
Cc1c(OCc2nn[nH]n2)ccc2c(-c3ccccc3)cc(=O)oc12	/	44.7	-3.7	3.9	-8.6	11.4	-0.6	8.4	2.2	-0.1
O=C(CCCCCN1C(=O)c2ccccc2C1=O)Nc1cccc(O)c1	-1.6	6.5	4.6	0.7	-4.2	0.6	4.3	-4.8	2.8	1.5
CCOc1ccc2[nH]c(=O)c(CN(CCOC)C(=O)N3CCOCC3)cc2c1	-1.6	-32.3	-2.5	7.5	-1.5	0.3	-2.2	-8.1	-7.7	-1.2
Cc1cc(NC(=O)c2ccc(Cl)c(S(=O)(=O)N3CCOCC3)c2)no1	-0.4	10.0	0.0	-5.0	-4.5	1.1	2.1	-2.8	-6.7	-6.5
CN(C)/C=C/C(=O)/C=C/c1cn(-c2ncc(C(F)(F)F)cc2Cl)c2ccccc12	/	-54.1	-7.7	-7.3	4.3	5.8	2.0	0.6	5.3	-7.5
COc1ccc(NC(=S)N(CCN(C)C)C(C)c2ccco2)cc1 (centres undefined)	-1.3	30.6	-1.2	6.1	10.9	2.5	1.0	-1.3	-11.5	3.2
COc1ccc(NS(=O)(=O)c2ccc3c(c2)N(C(C)=O)CC(C)S3)c(OC)c1 (centres undefined)	0.6	-11.4	-2.9	-1.8	3.5	1.4	-1.6	-7.3	-6.9	36.0
Cn1ncc2c(c(SCc3ccc(Cl)cc3Cl)nn2C)c1=O	-1.9	-44.3	-5.2	9.2	-0.3	-0.3	-0.1	-8.8	12.6	-2.5
Nn1c(Cc2cccc3ccccc23)nnc1SCC(=O)N1CC(=O)Nc2ccccc21	-0.5	0.2	-12.1	7.6	1.4	0.5	1.5	0.7	5.6	3.0
CC(/C=C/c1ccccc1)=N\NC(N)=S	-0.6	-76.7	-2.0	1.4	1.4	-2.5	0.5	-7.0	-14.2	2.3
Nc1c(C(=O)CSc2ccccn2)c(=O)[nH]c(=O)n1C1CC1	-0.8	17.7	-3.0	-5.5	-3.5	0.4	2.1	-11.1	-6.2	-2.9
O=C(CCCCCCCCCCC(=O)NCc1cccnc1)NCc1cccnc1	0.4	-6.2	-2.1	4.8	-12.6	0.1	-4.7	-1.0	-5.0	-11.8
CCCCNC(=S)NNC(=O)c1csc(C)c1	-0.7	-0.7	-4.5	8.0	-4.4	2.5	-1.4	-2.5	-8.8	0.2
CSc1ccccc1NC(=O)CN(C)C(C)C(=O)Nc1ccc(C#N)cc1 (centres undefined)	-0.8	-31.0	-4.8	-2.8	3.8	-0.2	-0.6	-8.3	-5.2	-8.9
CC(C)CCNC(=O)NC(=O)COC(=O)/C=C/c1cc(Br)ccc1F	-2.2	9.8	1.5	2.1	-0.8	-1.7	0.6	-5.8	-4.8	-4.9
Cc1cc(=O)oc2cc(Oc3ncccc3[N+](=O)[O-])ccc12	-0.2	-12.0	-2.1	-0.4	-1.5	-0.5	1.2	2.2	-4.3	-4.4
Cc1ccc(O)c(NC(=O)C2CC(c3c(F)cccc3Cl)=NO2)c1 (centres undefined)	1.3	37.4	-2.8	1.0	-2.1	-3.3	-1.4	-4.6	-7.0	-8.9
CCOC(=O)N1C=CC(C)=C[C@@H]2[C@@H](N3C(=O)c4ccccc4C3=O)C(=O)N21	-0.4	55.3	0.4	-5.1	0.4	-1.7	0.0	-11.4	2.4	7.8
CC(C)N(C(=O)COc1ccc(Br)cc1Cl)C(C)C	-0.1	-45.9	-1.2	-0.2	-2.2	-3.6	-0.2	1.9	-4.7	0.5
Cc1ccc(SCCn2nc(C(=O)O)c3ccccc3c2=O)cc1	-0.5	14.0	1.4	0.9	-0.4	-6.1	-0.3	1.1	2.7	-11.4
Cc1ccc(C(=O)NCC(=O)NC2CCCC2)cc1	0.0	13.9	-2.9	3.6	16.9	-1.2	1.5	-5.4	-0.7	-3.3
C#CCOCCOCCOCCNc1nc(N2CCN(C(=O)[C@H](C)n3cc(CCC(=O)O)nn3)CC2)nc(N2CCN(C(=O)[C@H](C)n3cc(CCC(=O)O)nn3)CC2)n1	-0.3	5.8	-3.2	-1.4	-0.4	-0.7	-1.5	-5.4	-4.5	-4.6
CC(C)CC1c2[nH]c3ccccc3c2CCN1C(=O)CCC(=O)N(C)C (centres undefined)	-1.5	-54.2	0.5	5.9	-3.5	0.0	0.3	0.4	6.2	0.5
Oc1ccccc1CNc1ccc(Br)cn1	-0.2	0.0	-3.1	7.8	0.9	0.6	0.0	-8.7	-3.7	1.2
N#Cc1cnn2c1nc(N1CCCCC1)c1ccccc12	-0.1	-25.9	3.4	-1.5	-4.9	-3.3	-0.7	8.5	-1.9	12.2
COc1c(C=NNC(N)=O)c(OC)c(OC)c2c1CCO2	0.8	-5.3	-8.0	4.2	0.5	0.5	-0.2	-3.6	-8.1	-1.1
CC(C)(CO)NC(=O)C(Cc1ccccc1)N1C(=O)c2ccccc2C1=O (centres undefined)	/	24.8	-3.1	3.1	-5.5	-2.7	-3.5	-3.8	7.4	-4.8
O=C(CC1C(=O)NCCN1Cc1cccc(Oc2ccccc2)c1)NCCCn1cccn1 (centres undefined)	-0.7	20.6	0.2	-7.0	-1.8	1.2	2.9	9.4	1.0	11.5
Cc1cc(C)nc(NNC(=O)NC2CCCCC2)n1	0.7	-39.8	-2.9	2.4	0.8	-0.4	2.0	5.4	10.5	-4.0
COc1ccc(NC(=O)CN2C(=O)CSc3ncccc32)cc1	-1.4	-3.4	-1.4	4.3	/	3.1	0.4	-13.4	-8.2	3.8
CC(OC(=O)c1ccco1)C(=O)NCc1cccs1 (centres undefined)	-0.6	13.2	-10.1	-6.2	-4.1	-1.1	1.2	-13.2	3.3	-5.5
Fc1ccc(-c2nnc(SCc3ncc(-c4ccccc4)o3)n2CC2CCCO2)cc1 (centres undefined)	-1.9	-5.0	-2.5	2.3	-1.8	-0.2	-0.7	10.6	-8.5	/
CCC(c1nnnn1Cc1ccc2c(c1)OCO2)N1CCN(c2ccc(OC)cc2)CC1 (centres undefined)	0.3	-28.6	0.6	-14.9	1.9	1.8	-0.6	-19.3	4.3	5.0
CCNS(=O)(=O)c1ccc2nc(NC(=O)c3cccnc3)sc2c1	-1.4	-10.9	0.9	-2.5	-7.3	1.3	-1.5	-7.5	-5.4	4.4
COC(=O)[C@@H]1C[C@@H]2CC[C@@H](O)C[C@@H]2N1Cc1ccccc1OS(=O)(=O)c1ccc(C)cc1	-0.1	15.4	-4.1	-3.8	-0.2	-1.9	2.2	-4.6	-0.1	-3.9
Cn1cncc1C#Cc1ccc2cc(C(C)(C)O)oc(=O)c2c1	-0.7	-4.4	-4.8	11.8	-2.7	0.8	1.9	-5.9	-9.6	2.9
COc1ccc(C)cc1Nc1c2c(nc3ccccc13)CCC2	-0.4	-50.1	-1.8	0.0	-5.7	1.3	-2.2	-5.9	0.5	-3.1
CCCOC(=O)c1ccc(Nc2cc(C)nc3ncnn23)cc1	/	14.0	2.5	5.0	1.3	0.9	0.3	-6.4	2.5	0.5
CC1(c2ccc(OC(F)F)cc2)NC(=O)N(CC(=O)NC2CCCCC2)C1=O (centres undefined)	/	1.0	-7.2	13.2	-0.2	-0.8	-0.5	-3.0	-4.8	-4.4
CC(C)(C)c1cc(NC(=O)c2ccc(OC3CCCC3)cc2)no1	-0.7	-20.3	-0.6	10.5	3.3	-7.9	-0.8	0.1	0.8	-3.3
COc1cc(C)c(NC(=O)c2cc(C3CC3)nc3c2cnn3C(C)C)cc1OC	-0.7	-34.4	-0.2	0.3	1.1	-2.1	1.5	0.3	-6.1	3.5
CN(C)S(=O)(=O)c1cccc(NC(=S)N/N=C/C(c2ccccc2)c2ccccc2)c1	-2.2	13.2	-6.3	-8.8	-6.1	1.7	0.6	-12.2	8.6	6.8
O=C(CCCn1c(=O)[nH]c2ccccc2c1=O)NC1CCCCCC1	-1.0	6.7	0.9	0.5	-1.7	-0.1	0.9	-22.5	4.5	-4.6
O=C(Cn1cc(/C=N/NC(=O)c2ccccc2Br)c2ccccc21)Nc1ccc(F)cc1	-0.3	6.3	-2.0	3.7	2.5	4.8	-1.3	-12.0	-4.6	2.9
O=C(NNC(=S)NC(=O)c1ccccc1[N+](=O)[O-])c1ccccc1Cl	-3.0	10.8	-3.2	5.0	-2.1	2.1	2.2	-8.0	-6.0	3.7
CCCN(CCC)C(=S)NC(=O)c1ccc(-c2ccccc2)cc1	-2.7	-23.8	1.5	1.6	/	-6.3	1.3	-8.8	2.0	8.9
COc1ccc(-c2cn3cccnc3n2)cc1Br	-5.6	-14.9	-4.7	1.8	-2.8	-0.8	-0.6	-3.3	-3.2	-3.4
Cc1c(C(=O)N2CCCCC2)sc(NC(=O)c2ccco2)c1C#N	-0.9	-9.9	-3.8	7.4	2.4	2.6	0.5	-1.5	-2.2	4.3
O=C(CCCCCN1C(=O)c2ccccc2C1=O)NCCc1nc2ccccc2[nH]1	-1.4	-35.1	-5.1	0.9	-4.7	0.1	0.1	2.0	-2.2	-0.3

Further records
smiles	CAL PDZ FP-1	SR-BI uptake up	Keap1 Nrf2 FP	cardiac RTF act	CAL PDZ FP-2	DAGLB inhibitor	C-LANA FP	RTF Ca sens inh	PKA-R2B activ	Rtt109 HAT inh
Nc1c(S(=O)(=O)c2ccccc2)c2nc3ccccc3nc2n1C1CC1	-0.5	6.6	-2.6	2.7	1.2	0.2	-0.6	-3.9	-2.7	-0.8
CCOC(=O)C1CCCN(C(=O)c2ccccc2NC(=O)C2=C(C)OCCS2)C1 (centres undefined)	0.1	0.1	1.1	-2.4	-4.9	-1.6	-2.7	-5.9	2.1	-1.0
Cc1ccc(NC(=O)c2c(Cl)nc3ccccn23)cc1	-2.9	-25.0	-2.4	-1.5	-4.0	0.1	-0.7	-1.2	-10.7	-0.1
O=C(Nc1nnc(SCc2ccccc2)s1)c1ccco1	-2.3	-12.9	2.6	-2.2	-3.2	0.1	4.2	-2.3	-0.3	-3.6

Record cards, from the list above. Values in the order: CAL PDZ FP-1, SR-BI uptake up, Keap1 Nrf2 FP, cardiac RTF act, CAL PDZ FP-2, DAGLB inhibitor, C-LANA FP, RTF Ca sens inh, PKA-R2B activ, Rtt109 HAT inh
Nc1c(S(=O)(=O)c2ccccc2)c2nc3ccccc3nc2n1C1CC1 reads -0.5, 6.6, -2.6, 2.7, 1.2, 0.2, -0.6, -3.9, -2.7, -0.8
O=C(Nc1nnc(SCc2ccccc2)s1)c1ccco1 reads -2.3, -12.9, 2.6, -2.2, -3.2, 0.1, 4.2, -2.3, -0.3, -3.6

High-throughput results deposited in PubChem by several laboratories.
